From PubChem
RORgamma inh: qHTS for inhibitors of ROR gamma transcriptional activity; Potency, µM (titrated, usually from 53.6 µM), for the others: at the top dose activity change, negative = inhibition, usual class: inhibitors; Drosophila S2 Gal4-RORgamma UAS-luciferase reporter, 20 h; Nuclear receptor ROR-gamma (Mus musculus), P51450; AID 2551, 2010; 310,000 tested, 5.4% active; further: potency means the concentration at half of the fitted maximal effect; on the % scale 0 is the no-effect control and ±100 the full control effect; nearly all actives have a fitted effect of over 60% in size
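Stably transfected Drosophila Schneider cells are the test system, with ROR gamma fused to Gal4 and luciferase under UAS control; luminescence is read after 20 hr of 700 uM copper sulfate induction at ambient temperature.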
FLuc counter: qHTS profiling assay for firefly luciferase inhibitor/activator using purifed enzyme and Km concentrations of substrates (counterscreen for miR-21 project) | 360,000 tested, 6.9% active | Luciferin 4-monooxygenase (Photinus pyralis), P08659 | Potency, µM (titrated, usually from 57.5 µM), without a hit: at the top dose activity change, negative = inhibition, hits mostly inhibitors | purified FLuc, Km substrates, luminescence inhibition | AID 588342, 2011;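 further: potency means the concentration at half of the fitted maximal effect; plate controls were vehicle for no effect and reference inhibitor for full effect; nearly all actives have a fitted effect of over 55% in size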
Target sequence (P08659 whole entry, looked up): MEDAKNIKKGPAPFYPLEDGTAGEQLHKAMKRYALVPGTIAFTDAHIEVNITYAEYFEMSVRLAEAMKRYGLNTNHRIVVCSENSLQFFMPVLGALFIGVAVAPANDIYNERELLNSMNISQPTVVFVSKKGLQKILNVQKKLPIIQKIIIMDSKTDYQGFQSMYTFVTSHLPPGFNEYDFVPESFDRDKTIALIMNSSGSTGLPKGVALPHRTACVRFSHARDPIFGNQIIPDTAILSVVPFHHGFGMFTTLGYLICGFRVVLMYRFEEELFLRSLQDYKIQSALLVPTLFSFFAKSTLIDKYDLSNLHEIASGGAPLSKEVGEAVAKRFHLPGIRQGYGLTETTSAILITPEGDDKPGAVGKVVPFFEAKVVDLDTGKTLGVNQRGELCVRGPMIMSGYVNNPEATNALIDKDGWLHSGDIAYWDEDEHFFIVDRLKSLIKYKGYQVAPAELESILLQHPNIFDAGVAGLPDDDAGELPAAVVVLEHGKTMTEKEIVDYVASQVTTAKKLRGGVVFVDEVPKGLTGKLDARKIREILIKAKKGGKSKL
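Purified P. pyralis luciferase (10nM final) with 10uM D-luciferin and 10uM ATP (Km levels) in 50mM Tris acetate pH 7.5, 10mM Mg acetate, 0.01% Tween-20, 0.05% BSA; qHTS 6-point titration, ~60 µM downward; luminescence read.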
Menin-MLL TR inh: qHTS Assay for Inhibitors Targeting the Menin-MLL Interaction in MLL Related Leukemias: Competition With Texas Red Labeled MLL-derived Mutant Peptide. O00255. Menin + Texas Red MLL mutant peptide, fluorescence polarization. Potency, µM (series often up to 61.6 µM), inactives show at the highest dose FP activity change, negative = inhibition, hits mostly inhibitors. 270,000 tested, 0.23% active. AID 1768, 2009; active means well fitted inhibition curve with a large enough effect in the polarisation, with a control signal flat, not every such curve was filed as active; inconclusive means small, poorly fitted or top-dose-only effect, or effect the other way, or a change in a side signal; inactive means no such curve, though single readings can be large or run the other way; the % refers to the polarisation; further: potency means the concentration at half of the fitted maximal effect; % of control where 0% means no effect; many of its hits are not listed in these tables
NPC1 prom act: qHTS Assay for NPC1 Promoter Activators. Huh7 NPC1 promoter luciferase reporter, 24 h. Potency, µM (series often up to 9.22 µM), for the others: at the highest dose activation, actives largely listed as activators. 320,000 tested, 2.4% active. AID 485313, 2010;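 further: potency means the concentration at half of the fitted maximal effect; % of control where 0% means no effect; nearly all actives have a fitted effect of over 60% in size; reporter is driven by a mutant NPC1 promoter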
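Readout is luciferase luminescence, reflecting NPC1 promoter activation in stably transfected Huh7 cells after 24 h compound exposure at 37 °C in reduced-serum medium with 10% FBS.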
PKM2 act: qHTS Assay for Activators of Human Muscle isoform 2 Pyruvate Kinase; Potency, µM (titrated, usually from 57.5 µM), inactives show top-dose activation, usual class: activators; Pyruvate kinase PKM (Homo sapiens), P14618; 260,000 tested, 0.34% active; purified PKM2, Kinase-Glo ATP luminescence, activation; response scale: 0% is enzyme alone, no compound; further: potency means the concentration at half of the fitted maximal effect; on the % scale 0 is the no-effect control and ±100 the full control effect; nearly all actives have a fitted effect of over 55% in size
Target sequence (P14618 whole entry, looked up, canonical isoform): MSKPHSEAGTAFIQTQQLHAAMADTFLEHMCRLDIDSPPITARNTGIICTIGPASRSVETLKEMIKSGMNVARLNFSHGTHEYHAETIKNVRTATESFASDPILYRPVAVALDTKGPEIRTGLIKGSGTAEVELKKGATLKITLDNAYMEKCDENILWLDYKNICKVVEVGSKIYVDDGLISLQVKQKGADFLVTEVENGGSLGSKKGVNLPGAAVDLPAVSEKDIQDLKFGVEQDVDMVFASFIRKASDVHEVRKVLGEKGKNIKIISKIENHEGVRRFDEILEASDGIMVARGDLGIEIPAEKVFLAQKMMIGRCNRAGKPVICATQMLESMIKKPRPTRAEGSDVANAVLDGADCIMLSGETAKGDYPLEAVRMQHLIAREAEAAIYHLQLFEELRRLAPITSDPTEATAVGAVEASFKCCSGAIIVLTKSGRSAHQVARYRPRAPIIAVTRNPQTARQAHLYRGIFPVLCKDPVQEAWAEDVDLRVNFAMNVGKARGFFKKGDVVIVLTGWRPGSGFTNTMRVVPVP
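Purified hPK-M2 (>95%) run at intermediate activity with 0.1 mM ADP and 0.5 mM PEP in 50 mM imidazole pH 7.2, KCl, MgCl2; 1 h room temperature. ATP formed read by Kinase-Glo luminescence; normalized to uninhibited and no-enzyme controls.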
VP16 counter: VP16 counterscreen qHTS for inhibitors of ROR gamma transcriptional activity. Potency, µM (doses to about 53.6 µM), for the others: at the highest dose activity, negative = inhibition, hits mostly inhibitors. 310,000 tested, 3.5% active. AID 2546, 2010. Drosophila S2 Gal4-VP16 UAS-luciferase, luminescence, 20 h;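 further: Gal4-VP16 expression switched on by copper sulfate through the metallothionein promoter; potency means the concentration at half of the fitted maximal effect; on the % scale 0 is the no-effect control and ±100 the full control effect; nearly all actives have a fitted effect of over 50% in size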
Giardia killer: Small Molecules that selectively kill Giardia lamblia: qHTS | Giardia lamblia trophozoite viability | activity change, % at 7.66 µM, hits read low | 340,000 tested, 0.15% active | AID 540267, 2011; in the data active means activity change below about -80%; inconclusive means between about -30% and that limit;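 further: parasites exposed to compound for two days anaerobically before the ATP read; on the % scale 0 is the no-effect control and ±100 the full control effect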
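Giardia lamblia trophozoites (100 cells/well) were incubated with compounds for 48 h at 37 deg C under anaerobic conditions. Viability was read as ATP content by one-step luminescence after 15-30 min at room temperature.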
BRCA1 expr up: qHTS Assay to Identify Small Molecule Activators of BRCA1 Expression; 380,000 tested, 1.1% active; MCF7-BRCA1-FFLuc reporter, luminescence, 48 h; response scale: scaled: vehicle 0%, 10 µM genistein 100%; Potency, µM (highest dose often 46.1 µM), inactives show at the top dose activation, hits mostly activators; further: potency means the concentration at half of the fitted maximal effect; nearly all actives have a fitted effect of over 80% in size; some results filed as inactive show a strong effect at the top dose
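MCF7 cells carrying a BRCA1-firefly luciferase reporter (2000 cells/well, phenol-red free MEM) were attached for 2 h at 37 °C, then given compounds for 48 h. Luminescence was read 15 min after luciferase reagent; activity normalized to genistein (10 microM) and DMSO.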
Rab9 promoter act: qHTS Assay for Rab9 Promoter Activators | Huh7 Rab9 promoter-luciferase reporter, luminescence, 24 h | Potency, µM (titrated, usually from 9.22 µM), inactives show at the highest dose activation, negative = inhibition, hits mostly activators | 320,000 tested, 2.8% active | AID 485297, 2010; further: potency means the concentration at half of the fitted maximal effect; % of control where 0% means no effect; nearly all actives have a fitted effect of over 60% in size
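Cells were plated at 1500 per well in reduced-serum medium with 10% FBS and left 2 h. Compound in DMSO was then added for 24 h at 37 °C. Reporter signal was read by luminescence after 10 min with luciferase detection reagent.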
p53 reactivator: qHTS assay for re-activators of p53 using a Luc reporter | H1299 p53-A138V BP100-luciferase reporter, luminescence, 24 h | AID 504706, 2011 | 320,000 tested, 0.063% active | Potency, µM (highest dose often 92.2 µM), for the others: at the highest dose activity change, positive = activation, actives largely listed as activators; further: potency means the concentration at half of the fitted maximal effect; % of control where 0% means no effect; nearly all actives have a fitted effect of over 45% in size
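H1299 (p53-null), stable ts p53-A138V + BP100-Luc; 1000 cells/well, Opti-MEM/10% FBS; cpd 4 pt, 1:5; 24 h, 37 deg C, 5% CO2; detection reagent 10 min RT; luminescence.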
ELG1 genotoxic: qHTS screen for small molecules that induce genotoxicity in human embryonic kidney (HEK293T) cells expressing luciferase-tagged ELG1; 330,000 tested, 1.3% active; HEK293T ELG1-luciferase reporter, luminescence, 16 h; Potency, µM (titrated, usually from 46 µM), without a hit: top-dose activity change, positive = activation, usual class: activators; further: potency means the concentration at half of the fitted maximal effect; % of control where 0% means no effect; nearly all actives have a fitted effect of over 60% in size
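16 hr compound incubation (37 °C, 5% CO2) of HEK293T cells carrying luciferase-tagged ELG1; luciferase then measured by ONE-Glo luminescence after 30 min at RT.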
Starred values were filed as active, the others as inactive; ? = inconclusive; nt = no result given; [ ] = remark or other dose. Unless noted, the call rests on the fitted dose curve; in most records, active means well fitted curve in the direction sought with a large enough effect; inconclusive means small, poorly fitted or top-dose-only effect, or another doubt; inactive means no such curve, though single readings can be large; an effect the other way counts as inactive or inconclusive. Not all compounds are listed. The share of hits here may be higher or lower than overall.

Each structure is followed by: RORgamma inh	FLuc counter	Menin-MLL TR inh	NPC1 prom act	PKM2 act	VP16 counter	Giardia killer	BRCA1 expr up	Rab9 promoter act	p53 reactivator	ELG1 genotoxic
1: O=C(NC(=S)Nc1ccc(N2CCOCC2)cc1)c1ccc(Cl)cc1
  4µM*	2%	-2%	0%	5%	7.1µM*	8	-23%	-5%	-3%	-1%
2: Cc1nc2scc(C)n2c(=O)c1S(=O)(=O)NCC1CCN(Cc2ccc(F)cc2)CC1
  -5%	3%	nt	-1%	nt	0%	2	0%	6%	19%	-4%
3: CC1=C(O)C(=O)OC1c1c(Cl)cccc1Cl (configuration not stated)
  1%	1%	nt	-1%	6%	9%	2	14%	-3%	0%	-2%
4: COc1ccccc1N1CCN(C2CCCN(C(=O)c3cc(C)oc3C)C2)CC1 (configuration not stated)
  -12%	-1%	-15%	-2%	-2%[0.46 µM]	-7%	0	-1%	-1%	12%	-2%
5: CC(=O)N1CCN(C(=O)c2ccc(S(=O)(=O)Nc3cccc(C(F)(F)F)c3)cc2)CC1
  nt	1%	nt	-2%	nt	nt	-4	-5%	3%	1%	-5%
6: CC(=O)c1cccc(NC(=O)CN2C(=O)C3C4C=CC(C4)C3C2=O)c1 (configuration not stated)
  -15%	-10%	2%	3%	-11%	-27%	-11	-23%	20%	-4%	0%
7: O=S(=O)(NCCc1ccccc1F)c1cccc(S(=O)(=O)N2CCOCC2)c1
  7%	2%	1%	7%	-19%	-4%[0.365 µM]	4	5%	-6%	-5%	4%
8: CCn1c(CNC(=O)c2ccccc2Cl)cc2ccccc21
  -11%	-1%	-17%	22%	-17%[11.5 µM]	0%	9	33%	5%	7%	7%
9: O=C(Nc1ccc(F)cc1)c1cccc(N2C(=O)C3C4C=CC(C5CC45)C3C2=O)c1 (configuration not stated)
  ?	-7%	36%[activator]	-5%	0%	-6%	-3	-1%	-8%	3%	-19%
10: COc1ccc(C(=O)Oc2ccc(/C=N/NC(=O)c3cccnc3)cc2OC)cc1
  nt	3%	nt	-2%	nt	nt	-12	1%	-1%	-4%	1%
11: CC(C)N1CCC(N2CCN(CCCn3cccn3)CC2CCO)CC1 (configuration not stated)
  4%	-1%	8%	0%	-24%	4%	-5	9%	-8%	0%	3%
12: CCC(=O)Oc1ccc2c(C)cc(=O)oc2c1C(=O)CC
  -12%	1%	nt	4%	-10%	-1%	3	-1%	-9%	-2%	-2%
13: CC(C)Nc1ncnc2c1cnn2-c1ccccc1
  ?	2.4µM*	1%	1.4µM*	-1%	14µM*	-6	?	0.35µM*	nt	?
14: COc1ccc(CS(=O)c2nc(C)cc(C)c2S(C)(=O)=O)cc1 (configuration not stated)
  4%	-1%	-19%	2%	-18%	-6%	5	17%	5%	-2%	-1%
15: CCOC(=O)c1ccc(CNC(=O)Cn2nnc(-c3ccccc3)n2)o1
  23%	-12%	-3%	-2%	nt	5%	-17	0%	-1%	-2%	0%
16: COc1cccc(/C=C2\N=C(SC)SC2=O)c1OC
  -20%	?	0%	-6%	0%	5%	6	-29%	-5%	0%	1%
17: COc1cc2cccc(OC)c(=O)c2c(OC)c1OC
  9%	-4%	-13%	?	-4%	-23%	-6	0%	2%	0%	11%
18: O=C1Nc2ccccc2C1Cc1ccccc1 (configuration not stated)
  31%	-1%	nt	-14%	4%	0%	-23	2%	-3%	-3%	0%
19: O=C(NCc1ccncc1)C1CCCN(S(=O)(=O)c2ccc(Br)cc2)C1 (configuration not stated)
  0%	-2%	-18%	2%	-11%	1%	-13	-2%	-8%	-8%	-19%
20: COC(=O)c1ccc(NC(=O)CNc2ccccc2)cc1
  -4%	24µM*	72%[activator]	27%	2%	-4%	1	42%	?	9%	?
21: O=C(c1ccc2nc[nH]c2c1)N1CCN(c2ncc(C(F)(F)F)cc2Cl)CC1
  ?	1%	-8%	-2%	0%	?	-9	-24%	-6%	-7%	-6%
22: O=S(=O)(Nc1nc2ccccc2nc1Cl)c1ccc2c(c1)OCCO2
  7%	?	20%	-2%	5%	4%	-24	-3%	3%	0%	-4%
23: CCCN1C2CCCC1CC(NC(=S)Nc1ccc(OC)cc1)C2 (configuration not stated)
  -5%	6%	9%	-3%	-7%	8%	5	4%	4%	1%	0%
24: CCC(CC)NC(=O)c1cc(S(=O)(=O)N2CCCCC2)ccc1N1CCOCC1
  nt	nt	nt	5%	nt	nt	-4	-11%	0%	5%	-1%
25: CCOC(=O)c1ccccc1NS(=O)(=O)c1ccc(OC)cc1
  ?	5%	20%	-25%	6%	-17%	1	-71%	-15%	8%	0%
26: O=C1CC(c2ccco2)=Nc2ccccc2N1
  -5%	-11%	10%	-2%	-4%	-4%	-11	12%	8%	?	5%
27: Cc1ccccc1S(=O)Cc1ccc(C(=O)NCCN2CCOCC2)o1 (configuration not stated)
  -14%	1%	nt	2%	nt	-8%	-8	0%	0%	10%	1%
28: CCOc1ccc(C(=O)Nc2cccc(C(=O)O)c2C)cc1Cl
  -39%	3.4µM*	8%	?	-19%	1.6µM*	-19	?	?	-5%	-10%
29: CCOc1ccc(C(=O)c2cc([N+](=O)[O-])ccc2Cl)cc1
  0%	-3%	7%	-4%	-18%	3%	-9	-13%	9%	17%	1%
30: CN1CCN(C(=S)Nc2ccc(Cl)cc2Cl)CC1
  -24%	-15%	-5%	6%	0%	14%	-3	3%	14%	12%	0%
31: COc1ccc(CCC(=O)NCCS(=O)(=O)N2CCN(c3ccccc3)CC2)cc1
  nt	-1%	nt	11%	nt	nt	-4	-12%	-6%	-3%	-8%
32: COc1cc(C(=O)NC(C)c2ccc(S(N)(=O)=O)cc2)ccc1OCC(=O)N1CCOCC1 (configuration not stated)
  13%	-1%	nt	1%	-10%	-6%	0	0%	0%	15%	0%
33: CCCc1ccccc1OCCNC(C)=O
  3%[0.365 µM]	3%	12%	-1%	-3%	nt	-5	6%	-4%	0%	1%
34: CCn1c(SCC(=O)N2CCN(c3ccccc3)CC2)nnc1-c1cc2cc(Cl)ccc2o1
  -12%	2%	2%	2%	5%	-8%	-1	-53%	-18%	0%	-14%
35: Cc1noc(NS(=O)(=O)c2ccc(NC(=O)c3cc(=O)c4ccccc4o3)cc2)c1C
  -11%	-1%	nt	-3%	nt	-3%	14	4%	-3%	-1%	1%
36: Cn1c(SCC(N)=O)nnc1-c1ccc(C(C)(C)C)cc1
  ?	?	-8%	9%	-10%	?	-19	1%	-1%	2%	5%
37: CCOCCN1CCN(c2c(CC)c(C)nc3cc(-c4cc(OC)cc(OC)c4)nn23)CC1
  ?	-7%	-16%	-8%	8%	-15%	10	-62%	1%	-8%	-6%
38: CSc1nc(NS(=O)(=O)c2ccc(F)cc2F)nn1C
  1%	4%	nt	0%	-5%	-1%	7	-12%	1%	8%	-1%
39: CCCCCCc1ccc(N2C[C@H](Cc3ccccc3)[C@@H](CC(=O)NCc3ccc(OC)cc3)C2=O)cc1
  41%	0%	?	-4%	-1%	1%	15	-21%	-7%	18%	-4%
40: Cc1c(Cl)cccc1NC(=O)CCC(=O)NNC(=O)CCC(=O)O
  -2%	-2%	18%	-1%	1%	-13%	-5	-5%	-3%	2%	-2%
41: CC1=C(C)NC(=S)SC1
  -39%	-3%	10%	1%	1%	0%	-9	-13%	15%	5%	1%
42: COC(=O)C1CCN(C(=O)COC(=O)[C@@H]2CC(O)CN2S(=O)(=O)c2ccc3c(c2)OCCO3)CC1 (some centres not stated)
  -3%	0%	8%	-4%	3%	0%	-11	-8%	-3%	-9%	4%
43: CN(CC(=O)Nc1cccc(F)c1)C(=O)c1ccc2c(=O)n3c(nc2c1)CCC3
  nt	2%	nt	-3%	nt	nt	-1	16%	0%	-3%	-13%
44: CC(C)[C@H](NC(=O)c1ccco1)C(=O)NC12CC3CC(CC(C3)C1)C2
  -1%	-1%	-10%	-5%	4%	-1%	1	-22%	-4%	14%	-2%
45: COc1ccccc1-c1nnc(SC(C(=O)c2c[nH]c3ccccc23)c2ccccc2)n1C (configuration not stated)
  ?	3%	2%	0%	-19%	-17%	11	-17%	-3%	0%	-5%
